MsrA inhibitor: inhibits bovine methionine sulfoxide reductase A; hit rate 0.75% among 360,000; purified bovine MsrA, absorbance read-out; inhibition, % at 15.5 µM; in the data active = inhibition above about 4.5%;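 also: 0% = vehicle wells with enzyme and 100% = reference inhibitor wells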
Scp-1 inhibitor: Scp-1 (human) phosphatase inhibition. Q9GZU7. Recombinant Scp1, phosphopeptide, malachite green phosphate absorbance. inhibition, % at 20 µM. hit rate 0.88% among 340,000. AID 493091;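 active = inhibition above about 50% at 20 µM, limit read from the data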;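 also: plate controls were DMSO wells with enzyme for no effect and wells lacking enzyme for full effect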
Target sequence (Q9GZU7 76-261 limits assumed): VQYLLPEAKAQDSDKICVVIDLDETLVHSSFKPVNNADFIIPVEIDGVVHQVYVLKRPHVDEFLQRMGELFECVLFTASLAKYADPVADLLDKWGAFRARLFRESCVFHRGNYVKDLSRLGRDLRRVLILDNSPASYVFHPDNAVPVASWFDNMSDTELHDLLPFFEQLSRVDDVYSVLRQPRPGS
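System: truncated SCP-1 phosphatase (76-261aa); medium: Tris acetate buffer pH 5.5 with MgCl2 and Tween-20; incubation: 45 min room-temperature reaction, 5 min colour, 30 min stabiliser; compound: single 20 µM dose, 1% DMSO; reagent: Phosphorylated 17-residue peptide substrate; read-out: % inhibition at 20 µM; technique: colorimetric free-phosphate detection, absorbance 630 nm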
Rpn11 block: Rpn11 (human) deubiquitinase inhibition; calls only at 20 µM; human 26S proteasome, Ub4-pepOG fluorescence polarization; 20S core pre-blocked with epoxomicin; AID 588493; O00487; hit rate 0.59% among 360,000;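 active = inhibition at 20 µM, scaled to each plate's controls, above about 33%, limit read from the data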
Target sequence (O00487 whole entry, looked up): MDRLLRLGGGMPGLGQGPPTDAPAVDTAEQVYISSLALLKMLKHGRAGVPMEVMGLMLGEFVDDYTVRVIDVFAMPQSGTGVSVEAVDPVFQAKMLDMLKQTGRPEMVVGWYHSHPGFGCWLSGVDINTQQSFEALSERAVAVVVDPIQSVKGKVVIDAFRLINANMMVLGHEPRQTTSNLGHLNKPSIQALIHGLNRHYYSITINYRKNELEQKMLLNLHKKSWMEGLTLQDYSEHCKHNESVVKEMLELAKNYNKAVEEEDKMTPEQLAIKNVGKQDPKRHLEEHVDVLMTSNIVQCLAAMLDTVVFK
DNMT1 inh: inhibitors of human DNMT1; P26358; DNMT1 molecular beacon, Hinp1I cleavage, fluorescence; inhibition (reported as % activation of signal), % at 10 µM; hit rate 0.83% among 360,000; in the data active = inhibition above about 50%
NadD block: inhibitors of Staphylococcus aureus NadD; AID 602399; purified NadD enzyme, colorimetric absorbance read-out; inhibition, % at 20 µM; hit rate 0.78% among 360,000; in the data active = inhibition above about 26%; also: some compounds past the cut are filed as inactive
SUMO1-SIM PPI: modulators of human SUMO1-mediated protein-protein interactions; P63165; inhibition, % at 20 µM; AID 602429; hit rate 0.33% among 360,000; SUMO1 binding to a labelled peptide, TR-FRET, 1 h; in the data active = inhibition above about 37%
STEP block: blocks human striatal-enriched tyrosine phosphatase. P54829. recombinant STEP, OMFP fluorogenic substrate, fluorescence. inhibition, % at 20 µM. hit rate 0.25% among 360,000. AID 588621;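 active = inhibition at 20 µM, scaled per plate between control wells, above about 37%, limit read from the data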;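 also: 0% = DMSO with enzyme and substrate and 100% = substrate only without enzyme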
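Material: STEP (striatal-enriched tyrosine phosphatase) enzyme, cell-free | Medium: 50 mM Bis-Tris pH 6.0 with 2.5 mM DTT and 0.005% Tween 20 | Read-out: Percent inhibition scaled to no-enzyme and uninhibited-enzyme controls, plate-pattern corrected | Signal: Fluorescence read at 480 nm ex / 540 nm em | Times: 20 min reaction, room temperature, in the dark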
LMPTP block: LMPTP (human) inhibition. AID 651560. hit rate 0.22% among 360,000. recombinant LMPTP-A, OMFP fluorogenic substrate, fluorescence intensity. P24666. inhibition, % at 20 µM;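 active = compounds that cut the enzyme signal by at least half of the control window in the single-dose screen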;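 also: plate controls were DMSO wells with enzyme plus substrate for no effect and substrate without enzyme for full effect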
Target sequence (P24666 whole entry, looked up): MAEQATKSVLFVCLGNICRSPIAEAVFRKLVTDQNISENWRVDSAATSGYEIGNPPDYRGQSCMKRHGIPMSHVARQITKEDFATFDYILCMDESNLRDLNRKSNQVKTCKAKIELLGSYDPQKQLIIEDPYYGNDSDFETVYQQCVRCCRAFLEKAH
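Assay system: LMPTP-A, protein tyrosine phosphatase of low molecular weight / Medium: pH 6.0 Bis-Tris buffer with DTT and Triton X-100 / Schedule: 50 min enzyme reaction at room temperature, protected from light / Measured by: endpoint fluorescence intensity from OMFP dephosphorylation / Read-out basis: % inhibition relative to no-enzyme and uninhibited control wells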
Tb MetRS inh: blocks T. brucei methionyl-tRNA synthetase activity. purified T. brucei MetRS, ATP depletion, Kinase-Glo luminescence. inhibition, % at 11.9 µM. hit rate 0.4% among 360,000. AID 624268;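 active = inhibition above a per-plate cutoff of the control wells' mean inhibition plus 3 SD, cut at about 5.5% in these data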;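 also: 0% = DMSO wells median and 100% = median of wells with control inhibitor compound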
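Test system – parasite MetRS enzyme · Reagent – substrates ATP, L-methionine and bulk Escherichia coli tRNA · Doses – 11.9 µM compound single dose, 0.9% DMSO · Times – 15 min enzyme-compound preincubation, 2 h reaction, 10 min detection, 25 °C · Signal – Kinase-Glo luminescence, ATP depletion format · Controls – DMSO-only wells as low control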
CSN inh: CSN deneddylation inhibition; Q92905; Purified CSN, SCF-Nedd8-OG deneddylation, fluorescence polarization; inhibition, % at 12.5 µM; hit rate 0.38% among 360,000; AID 651999;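 active = pattern-corrected inhibition above about 35%, with an unprinted fluorescence ratio check between 0.5 and 1.5, limit read from the data, passing the limit was not always enough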;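 also: 0% = enzyme with substrate and 100% = substrate without enzyme; some results filed as inactive read as strong as hits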
Target sequence (Q92905 whole entry, looked up, one chain of several): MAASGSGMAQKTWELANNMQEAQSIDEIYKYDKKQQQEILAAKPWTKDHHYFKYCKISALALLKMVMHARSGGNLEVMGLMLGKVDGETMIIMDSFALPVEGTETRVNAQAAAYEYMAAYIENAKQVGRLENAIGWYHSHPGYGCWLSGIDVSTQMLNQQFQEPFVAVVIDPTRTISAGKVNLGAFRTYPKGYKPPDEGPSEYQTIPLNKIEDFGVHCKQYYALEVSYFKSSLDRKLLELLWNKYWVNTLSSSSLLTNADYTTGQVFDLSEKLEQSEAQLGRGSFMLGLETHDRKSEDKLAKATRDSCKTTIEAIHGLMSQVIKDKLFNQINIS
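Material: purified human Csn5 enzyme expressed in HEK293T cells / Medium: Tris buffer pH 7.5, NaCl, DTT, Tween-20, trehalose, ovalbumin / Compound dosing: 12.5 µM single point / Schedule: 90 min incubation of compound, enzyme and substrate at room temperature / Signal: fluorescence polarization of the substrate / Control set: no-enzyme wells high, enzyme-with-substrate wells low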
* marks the source's active call; other numbers are inactive results; i = inactive; · = not tested or not shown.

No.	MsrA inhibitor	Scp-1 inhibitor	Rpn11 block	DNMT1 inh	NadD block	SUMO1-SIM PPI	STEP block	LMPTP block	Tb MetRS inh	CSN inh	SMILES
1	0.6	-6	i	8	-1	-1	0	-1.0	0.1	3	Cc1cc(NC(=O)CN2C(=O)NC3(CCCCC3)C2=O)no1
2	1.2	-3	i	1	-5	2	-2	-1.0	-0.2	1	O=C(Nc1ccc(Cl)cn1)c1ccc2c(c1)OCCO2
3	0.9	-11	i	10	3	8	-1	-0.1	-0.2	-2	O=C(Nc1nccs1)c1nc[nH]c1C(=O)NCc1ccccc1
4	0.7	8	i	-4	9	-7	5	1.6	-1.2	-5	COc1ccc(/C=N/n2c(-c3cccs3)n[nH]c2=S)cc1
5	4.6*	-14	i	-21	-3	-41	1	-4.2	-0.2	4	NCCCCCC(=O)N/N=C/c1ccc2nccnc2c1
6	0.2	-8	i	-8	-4	22	-1	3.2	-1.3	5	Cc1ccc(S(=O)(=O)N(C)C[C@H]2Oc3c(NC(=O)Nc4cccc5ccccc45)cccc3C(=O)N([C@@H](C)CO)C[C@@H]2C)cc1
7	-1.2	-5	i	-2	4	5	-4	-2.8	0.0	3	COc1ccc(S(=O)(=O)NCc2ccco2)cc1C(=O)N1CCOCC1
8	-0.3	-1	i	-4	3	-4	-2	-0.9	-0.4	-2	O=C(COc1ccc2ccccc2c1)Nc1nccs1
9	-0.2	-7	i	4	6	3	-1	0.7	-0.3	-5	CC[C@@H](C)C(NC(=O)OC(C)(C)C)c1cn([C@@H](Cc2ccc(O)cc2)C(=O)N2CCN(C(=O)OC(C)(C)C)CC2)nn1 (some centres undefined)
10	3.7	-3	i	-9	-7	2	0	1.9	0.3	-5	O=C(Nc1nc2ccccc2s1)c1ccc(OCC2CCCO2)cc1 (centres undefined)
11	0.9	-9	i	0	-2	-1	-1	-0.8	-0.2	-2	COc1cccc(CC(=O)Nc2ccc3c(c2)CCC3)c1
12	0.1	-7	i	-4	0	24	3	-0.1	0.5	-1	O=C(CCC(=O)N/N=C/c1cc(Cl)cc(Cl)c1O)NCc1ccccc1
13	-0.8	·	i	0	2	5	-2	-1.1	-0.2	-1	Cc1cc(C)n2nc(C(=O)OCC(=O)Nc3ccc(Cl)cc3)nc2n1
14	-0.7	-10	i	1	-1	0	1	-0.1	-0.2	-9	CCNC(=O)N1CCN(C(=O)NCC)CC1
15	3.4	-3	i	-2	-2	-14	-1	0.1	-0.3	-6	CC(=O)c1ccc(-c2ccc(C(=O)N(C)c3c(N)n(Cc4ccccc4)c(=O)[nH]c3=O)o2)cc1
16	-0.7	8	i	12	2	5	-3	0.0	-1.7	2	CC1Cc2ccccc2N1C(=O)C1CCCN1S(=O)(=O)c1ccc(Cl)cc1 (centres undefined)
17	-0.1	·	·	·	-6	3	·	1.7	-0.1	3	CC(C)(C)n1nnnc1C(c1cc2ccccc2o1)N(CCC#N)Cc1ccccc1 (centres undefined)
18	0.0	·	i	4	3	1	-1	-0.3	-0.2	0	COc1ccc(CC(Cc2ccc(OC)c(OC)c2)NC=O)cc1OC
19	1.1	-19	i	-2	-13	2	-1	2.1	-0.3	0	COc1ccc(CCNC(=O)CSc2nn(-c3ccccc3)c(=S)s2)cc1
20	·	0	i	1	-10	-12	-3	0.1	-0.8	2	CC(C)C(=O)Nc1ccc2nn(-c3ccc(F)cc3)nc2c1
21	0.2	1	i	1	-10	-14	3	-9.7	-2.0	-2	CC[C@]12c3[nH]c4cc(-c5ccco5)ccc4c3CCN1C(=O)[C@@H](CC(=O)NCCCN(C)C)C[C@@H]2C(=O)N1CCN(C(=O)c2ccco2)CC1
22	-1.0	-4	i	4	-6	5	-2	-0.1	-0.5	-6	CCOC(=O)c1c(C)[nH]c(C)c1S(=O)(=O)N1CCN(c2cccc(C)c2)C(C)C1 (centres undefined)
23	0.8	2	i	6	-1	-8	1	1.3	-0.4	4	Cc1ccc(OCCNC(=O)CCc2nc3sc4c(c3c(=O)[nH]2)CCCC4)cc1
24	2.6	-2	i	0	-1	4	10	1.2	-1.2	6	CC(Oc1ccc2ccc(=O)oc2c1)C(=O)NCCN1CCOCC1 (centres undefined)
25	1.4	-2	i	2	-4	1	-3	-0.2	-0.1	5	C/C=C/C(=O)OCC(=O)NC(=O)NC(C)C
26	0.2	-6	i	1	-4	4	-4	-1.4	0.6	-2	COc1ccccc1OCCSc1nnnn1C1CCCCC1
27	3.2	2	i	-2	3	-24	0	-0.6	-0.8	-4	O=C1N=C(N2CCOCC2)S/C1=C\C=C/c1ccccc1
28	1.8	-1	i	-1	-1	-2	-3	-1.1	0.0	0	O=C(COC(=O)c1cc[n+]([O-])cc1)Nc1cccc(Cl)c1Cl
29	1.0	-5	i	4	-5	2	1	-0.9	-0.9	0	N#Cc1cn(CC(=O)NCc2cccnc2)c2ccccc12
30	-0.4	-3	i	-6	-1	-12	-1	0.3	0.0	-2	CN(CC(=O)Nc1ccc(Cl)c(C(F)(F)F)c1)C(=O)c1ccc(N2CCOCC2)c([N+](=O)[O-])c1
31	2.6	1	i	-6	8	1	-3	1.9	-0.1	-2	COc1cc(/C=N/NC(=O)CCn2c3ccccc3c3ccccc32)ccc1O
32	1.4	5	i	1	-5	-2	0	0.1	-0.5	-3	Cn1nc(C(C)(C)C)cc1C(=O)NCc1ccc(N2CCCC2=O)cc1
33	0.1	-6	i	0	-8	2	0	2.3	1.4	6	COc1ccc(CNC(=O)c2cc(-c3cc(C)cc(C)c3O)n[nH]2)cc1
34	-0.2	-14	i	-5	5	-1	-2	0.7	0.3	6	N=C1/C(=C/c2ccc(OC(=O)c3ccco3)cc2)C(=O)N=C2SC=CN12
35	-0.7	-9	i	2	-7	1	-1	2.9	-0.4	-1	O=C1OC[C@@H]2CCCN2C(=O)[C@@H](CC(=O)N(CCO)Cc2ccccc2)C/C=C\CC[C@H]1Cc1ccc(F)cc1
36	0.0	-10	i	0	27	6	-3	-0.5	0.5	-3	Cc1nnc(SCC(=O)Nc2nnc(SCc3cccc(Br)c3)s2)s1
37	0.1	-4	i	-1	-2	-2	2	1.6	-0.3	3	CC(=CC(=O)c1ccccc1)c1ccccc1
38	0.0	1	i	-21	11	-22	4	1.3	-0.5	-3	CC(=O)c1cccc(NC(=O)c2cc(-c3ccncc3)nc3ccccc23)c1
39	-0.7	-2	i	-1	-8	13	-2	-0.7	-1.1	3	Cc1ccc(C)c(N(C)S(=O)(=O)c2ccc3c(c2)oc(=O)n3C)c1
40	1.0	5	i	0	1	-2	4	-1.8	-0.4	0	COCCNc1nnc(SCC(=O)c2ccc3c(c2)OCO3)s1
41	0.5	14	i	-2	2	5	-2	-1.8	-0.2	-1	CC(C)OCC(O)CN1CCC(Cc2ccccc2)CC1 (centres undefined)
42	0.9	3	i	-4	0	0	-2	3.6	-0.1	-3	Cc1ccc(C)c(N2CCN(S(=O)(=O)c3ccc4c(c3)C(C)(C)C(=O)N4C)CC2)c1
43	0.5	-11	i	0	15	-2	0	1.0	0.2	0	Cc1ccc2nc(-c3ccc(NC(=O)CN4C(=O)c5ccccc5C4=O)cc3)sc2c1
44	3.7	-13	i	2	1	-1	-1	1.2	-0.6	2	O=C(/C=C/c1cccs1)c1ccc(NC(=O)c2cccc(Br)c2)cc1
45	0.1	-5	i	1	-1	-5	-1	0.4	-0.2	1	CC(C)NC(=O)COC(=O)c1ccc(Oc2ccccc2)cc1
46	1.0	1	i	0	0	-4	0	1.9	-0.4	3	NC(=O)N/N=C\c1cccs1
47	0.5	-11	i	4	-1	0	3	1.6	-0.1	-2	Cc1ccc(N(C)S(=O)(=O)c2cccc(C(=O)OCC(=O)N3CCCC(C)C3)c2)cc1 (centres undefined)
48	2.4	-12	i	2	2	3	1	0.5	-0.1	-4	CC(=O)Nc1ccc(Nc2cc(-c3ccccc3)nc3ncnn23)cc1
49	-0.5	-13	i	16	-2	-2	0	0.5	0.5	2	Cc1ccc(NC(=O)Cn2nnc(C(=O)NCc3ccccc3)c2N)cc1C
50	-0.4	-9	i	8	1	0	0	0.0	-0.1	-2	O=C(Nc1ccc(N2CCOCC2)cc1)c1nc2ccccc2s1
51	0.0	-7	i	2	0	-23	0	-1.2	-0.6	1	Cc1cccc(-n2ccc(=O)c(C(=O)Nc3ccc(S(=O)(=O)N4CCOCC4)cc3)n2)c1
52	6.5*	-13	i	2	2	-8	0	-0.8	0.4	-3	Cn1cccc1/C=N/NC(=O)c1cccs1
53	-0.8	-8	i	5	-3	0	-4	-0.6	0.1	-2	COC(=O)C1=C(C)NC(=S)NC1c1ccc(-c2cccc(Cl)c2)o1 (centres undefined)
54	3.4	-7	i	-2	3	-8	-1	-0.7	-0.1	-6	CCOC(=O)/C(=C\c1c[nH]c2ccccc12)NC(C)=O
55	1.7	6	i	0	-5	6	3	0.7	0.2	-1	CCOC(=O)c1[nH]cnc1C(=O)Nc1cccc(N)n1
56	2.8	5	i	-1	-1	4	-2	-1.0	2.0	1	CCCNC(=O)CSc1nc2[nH]ncc2c(=O)[nH]1
57	0.4	-6	i	-1	-3	-11	1	-1.1	-0.3	3	O=C(CSc1nc2c(c(=O)n1-c1ccccc1)SCC2)N1CCN(c2ccccc2)CC1
58	0.0	-1	i	-5	-2	1	3	1.3	-0.4	4	COc1ccc(Cl)cc1NC(=O)NC1CCCCC1
59	0.7	-4	i	0	-3	-2	0	0.7	1.0	0	CC1CN(c2ccnc3cc(Cl)ccc23)CC(C)O1 (centres undefined)
60	0.2	-5	i	23	2	-8	-1	-2.7	-0.1	-5	O=C(NN=C1c2ccccc2-c2ccccc21)c1cccc(Br)c1
61	0.6	-18	i	3	1	-4	0	1.4	-0.5	4	CC(=O)NC1CC(C)(C)N(OC(C)=O)C(C)(C)C1
62	-1.4	5	i	1	-1	0	-1	0.5	-0.1	4	CCOC(=O)N1CCN(C(=O)c2n[nH]c(=O)c3ccccc23)CC1

Quoted at random: two compounds from above
No.	MsrA inhibitor	Scp-1 inhibitor	Rpn11 block	DNMT1 inh	NadD block	SUMO1-SIM PPI	STEP block	LMPTP block	Tb MetRS inh	CSN inh	SMILES
59	0.7	-4	i	0	-3	-2	0	0.7	1.0	0	CC1CN(c2ccnc3cc(Cl)ccc23)CC(C)O1 (centres undefined)
55	1.7	6	i	0	-5	6	3	0.7	0.2	-1	CCOC(=O)c1[nH]cnc1C(=O)Nc1cccc(N)n1

From PubChem BioAssay
